Screening results as filed in PubChem.
MPTP inh = blocks calcium-induced mitochondrial swelling | isolated mouse mitochondria, Ca2+ swelling absorbance, 30 min | 360,000 tested, 1.4% active | inhibition, % at 10 µM;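 active = inhibition of 50% or more, scaled per plate between neutral and stimulator controls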;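 also: 0% = DMSO wells given calcium and 100% = 1 mM EGTA wells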
TIM10 inh = TIM10 yeast growth inhibition; S. cerevisiae TIM10 strain growth, BacTiter-Glo luminescence, 24 h; inhibition, % at 10 µM; 330,000 tested, 1.4% active;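 active = inhibition of 40% or more at the single tested concentration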;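 also: wild-type TIM10 isogenic control strain grown at permissive 25 °C; 0% = DMSO yeast wells and 100% = minimal medium wells without yeast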
APJ antagonist = blocks the human apelin receptor APJ; P35414; 330,000 tested, 0.32% active; CHO-K1 APJ beta-arrestin complementation, luminescence; AID 2521; inhibition, % at 20 µM;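 active = inhibition above about 40% at 20 µM, limit read from the data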;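 also: cells challenged with 10 nM apelin-13 agonist together with compound; plate controls were apelin-13 plus DMSO wells for no effect and DMSO wells lacking apelin-13 for full effect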
Target sequence (P35414 whole entry, looked up): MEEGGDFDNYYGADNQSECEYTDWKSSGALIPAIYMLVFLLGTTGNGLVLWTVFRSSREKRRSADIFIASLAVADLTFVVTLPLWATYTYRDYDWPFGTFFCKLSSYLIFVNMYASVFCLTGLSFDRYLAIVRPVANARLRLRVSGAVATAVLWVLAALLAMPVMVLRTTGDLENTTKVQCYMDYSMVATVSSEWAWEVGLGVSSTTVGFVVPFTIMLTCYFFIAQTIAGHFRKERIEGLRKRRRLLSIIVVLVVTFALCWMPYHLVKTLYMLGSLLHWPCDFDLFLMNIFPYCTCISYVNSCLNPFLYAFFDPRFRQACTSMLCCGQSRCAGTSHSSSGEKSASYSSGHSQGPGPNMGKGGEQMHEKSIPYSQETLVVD
APJ agonist = activates the human apelin receptor APJ. CHO-K1 APJ PathHunter beta-arrestin, luminescence; 0% DMSO wells, 100% apelin. P35414. activation, % at 20 µM. 330,000 tested, 0.11% active. AID 2520;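 active = activation more than six SD over the plate average, tested at 20 µM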;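 also: 0% = DMSO alone and 100% = apelin-13 at 10 nM; some results filed as inactive read as strong as hits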
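Assay system – PathHunter CHO-K1 APJ (AGTRL-1) beta-arrestin reporter cells · Compound – one dose, 20 µM compound, 1% DMSO · Timing – compound 90 min 25 °C, reagent 1 h · Measured by – luminescence from split beta-galactosidase complementation, Galacton Star/Emerald II substrate · Measure – beta-arrestin recruitment to APJ as agonist activity, luminescent signal · Benchmarks – DMSO vs Apelin-13 10 nM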
NALP3 yeast inh = blocks the NALP3 inflammasome reconstituted in yeast | Yeast reconstituted NLRP3/ASC/caspase-1, beta-gal luminescence, 24 h | 330,000 tested, 0.39% active | inhibition, % at 10 µM;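 active = inhibition of 50% or more; inactive = inhibition below 50%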;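 also: plate controls were induced DMSO wells for no effect and uninduced yeast grown without galactose for full effect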
beta cell repl = MIN6 beta-cell proliferation induction. proliferation, % at 10 µM. 330,000 tested, 0.29% active. MIN6 cells proliferation, ATPlite luminescence, 48 h; cells starved in 0.2% serum; 100% = growth in 10% serum;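 active = compounds whose signal lies at least 3.5 SD above the mean of all wells on their plate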;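 also: 0% = DMSO-treated cells in low-serum medium and 100% = 10% serum control; some compounds called inactive have numbers as strong as hits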
tim23-1 inh = inhibits growth of tim23-1 mutant yeast | 330,000 tested, 1.3% active | S. cerevisiae tim23-1 growth, BacTiter-Glo luminescence, 24 h | inhibition, % at 20 µM;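 active = growth inhibition of the mutant yeast at or above 50%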;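 also: temperature-sensitive mutant grown at 25 °C; plate controls were DMSO-treated mutant yeast for no effect and medium wells lacking yeast for full effect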
NR3A LBD binder = NR3A (human) ligand-binding domain modulation | Tm shift relative to glycine control, % at 25 µM | AID 1259313 | 340,000 tested, 2.5% active | NR3A LBD differential scanning fluorimetry, Tm shift; 0% = protein alone, 100% = glycine-bound protein;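 active = melting temperature shift of at least 10% of the positive control shift, at one fixed dose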
tim10-1 inh = tim10-1 yeast growth inhibition. 330,000 tested, 2.2% active. AID 463190. inhibition, % at 20 µM. S. cerevisiae tim10-1 ts strain growth, BacTiter-Glo, 24 h;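 active = inhibition of at least 40%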;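 also: mutant grown at 25 °C; 0% = DMSO wells with yeast and 100% = wells holding no yeast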
* marks the source's active call; other numbers are inactive results; / = not tested or not shown. No enrichment for hits (roughly 7.2% active in at least one column).

SMILES	MPTP inh	TIM10 inh	APJ antagonist	APJ agonist	NALP3 yeast inh	beta cell repl	tim23-1 inh	NR3A LBD binder	tim10-1 inh
COCCNC(=O)CN(C)S(=O)(=O)c1ccc2c(c1)OCCO2	-1.3	-2	1	11	15	-3	12	2	-8
COCCn1c(SCC(=O)NNC(=O)c2cc(Cl)ccc2OC)nnc1-c1ccncc1	-2.9	-8	3	-1	28	-3	-10	-1	-10
O=C(NCc1ccccc1)c1ccc2c(c1)C(=O)N(Cc1ccncc1)C2=O	-0.2	-2	10	1	16	1	18	2	12
O/N=C1/CCCCC1c1ccccn1 (stereo unspecified)	-0.1	2	6	6	23	-1	3	-5	-1
COc1cc(C(=O)NC2CCCC2)c(Br)c(OC)c1OC	0.6	7	7	0	-2	0	-11	0	13
Cn1c(N)c(C(=O)COC(=O)c2cc(S(=O)(=O)N3CCOCC3)ccc2F)c(=O)n(C)c1=O	-1.1	7	-3	0	9	-6	-4	1	-6
Cc1cc(Cl)ccc1NC(=S)NCCN1CCOCC1	0.5	-3	1	1	13	0	13	0	8
O=C(CCCn1c(=S)[nH]c2ccc(Br)cc2c1=O)NCc1ccccn1	-0.5	1	6	-4	12	0	17	0	16
CCn1cc(CN2CCN(Cc3ccccc3)C(CCO)C2)c2ccccc21 (stereo unspecified)	3.1	3	3	-3	19	-1	11	2	15
CC(C)[C@H](NC(=O)c1ccccc1)C(=O)OCC(=O)Nc1ccc(Cl)cc1C(F)(F)F	23	-17	-2	-2	4	0	17	-4	20
O=C(NCCCN1CCCC1=O)C1CCN(S(=O)(=O)c2cc(C(F)(F)F)ccc2Cl)CC1	3.0	3	-2	-3	20	-2	-1	1	1
O=[N+]([O-])c1cc(/C=N/N2CCN(Cc3ccccc3)CC2)ccc1Cl	-2.6	21	1	-2	-37	0	17	0	30

The last two compounds of the section before open the next one.
SMILES	MPTP inh	TIM10 inh	APJ antagonist	APJ agonist	NALP3 yeast inh	beta cell repl	tim23-1 inh	NR3A LBD binder	tim10-1 inh
O=C(NCCCN1CCCC1=O)C1CCN(S(=O)(=O)c2cc(C(F)(F)F)ccc2Cl)CC1	3.0	3	-2	-3	20	-2	-1	1	1
O=[N+]([O-])c1cc(/C=N/N2CCN(Cc3ccccc3)CC2)ccc1Cl	-2.6	21	1	-2	-37	0	17	0	30
CC(=O)SCC(Cc1ccccc1)C(=O)NCC(=O)OCc1ccccc1 (stereo unspecified)	/	10	5	-3	14	-5	30	/	27
COc1ccc(Cc2n[nH]c(=S)n2NC(=O)Nc2ccc(C)cc2)cc1	-3.4	6	13	-4	17	2	-5	4	-6
O=C(OCc1cc2ccccc2[nH]c1=O)c1ccco1	-0.9	11	15	1	11	1	8	-2	7
Cc1ccc2nc(-c3ccccn3)cc(C(=O)NC(C)C(C)(C)C)c2c1 (stereo unspecified)	3.5	16	30	-2	11	0	22	-1	26
CSc1nc(N)nc(SC2C=CCCC2)c1C#N (stereo unspecified)	4.9	-8	14	-5	-9	5.9*	23	0	22
O=C(N/N=C/c1c(F)cccc1Cl)C(=O)N1CCCCCC1	0.9	12	16	-1	3	7	14	-3	17
Cc1csc(C(C#N)C(=O)c2ccncc2)n1 (stereo unspecified)	-3.0	0	15	3	20	-2	0	1	-6
Cc1ccccc1-c1ccc(C=Nc2c(C)n(C)n(-c3ccccc3)c2=O)o1	1.2	7	4	-2	-3	-2	7	3	-1
COC(=O)c1ccc(-n2ccnc2)cc1	0.8	1	0	-2	6	1	-5	-3	10
CCOc1ccccc1N1CCN(C(=O)c2cc(S(=O)(=O)N(C)C)ccc2N2CCCC2)CC1	-0.7	18	3	-1	11	9	15	-2	14
COc1ccc(C2CC(c3cccs3)=Nc3ccccc3S2)cc1OC (stereo unspecified)	0.1	-14	-6	-3	7	-3	22	2	26
CC(=O)Nc1ccc(S(=O)(=O)Nc2nccc(C3Cc4ccccc4C(=O)O3)n2)cc1 (stereo unspecified)	-0.6	12	-5	-1	5	-3	14	2	4
O=C(Nc1nc2ccsc2c(=O)s1)c1ccc(F)cc1	2.1	17	12	3	15	-3	14	5	12
CCOP(=O)(OCC)c1ccccc1OCP(C)(=O)COc1ccccc1P(=O)(OCC)OCC	0.2	10	11	-3	19	-2	-3	9	-2
CCOC(=O)c1ccc(NC(=O)c2cc3c(C)nn(-c4ccccc4Cl)c3s2)s1	44	-27	11	-2	-1	-3	-42	-4	-7
Cc1ccc(Nc2cc(-c3ccccc3)nc3ncnn23)cc1	3.3	14	-15	-3	20	-1	35	1	16
CC(=O)NC(CC(=O)O)c1ccc(F)cc1 (stereo unspecified)	0.3	12	-9	0	-6	0	-7	1	4
COc1ccc(C(=O)OCC(=O)Nc2nnc(-c3ccccc3)o2)cc1	-1.2	-16	1	-6	9	0	9	-2	-6
c1csc(-c2noc(CN3CCc4sccc4C3)n2)c1	-0.1	12	7	-2	45	-4	39	-1	5
COc1ccc(/C=N/NC(=O)c2cccc(Br)c2)cc1CSc1ccccn1	14	15	-26	-4	11	-2	26	8	-11
CC(C)c1nc(SCC(=O)NCc2ccccc2)n[nH]1	-5.5	-1	7	-2	6	4	-6	0	12
CCOC(=O)N1CCC(n2c(SCC(=O)N3CCCC3)nc3ccccc3c2=O)CC1	0.0	11	12	-3	-1	0	7	1	25
COc1ccc(OC)c(CN2CCN(C(=O)[C@@H](NC(=O)c3cccc(C)c3)C(C)C)CC2)c1	-2.9	9	18	-2	5	-2	-8	0	-11
Cc1cc(OCCN2CCCCC2)nc2ccccc12	/	-19	20	-1	8	4	1	-7	-6
Cc1cc(Cl)ccc1Oc1ncnc2oc(-c3ccccc3)cc12	0.5	-4	-4	-6	9	1	10	2	19
COc1ccc(CN=C2NC(=O)CC(C(=O)Nc3cc(C)cc(C)c3)S2)cc1 (stereo unspecified)	0.2	-5	-8	-2	0	0	10	0	9
Cc1nn(-c2ccccc2)c(C)c1NC(=O)COC(=O)CC(C)c1ccccc1 (stereo unspecified)	-0.6	7	6	8	3	0	10	0	17
CCn1cc(C(=O)N2CCOCC2)c(=O)c2cc(S(=O)(=O)N(C)C3CCCCC3)ccc21	-0.2	8	-75	-4	-2	-1	5	-4	11
COc1cc(/C=C/C(=O)O)ccc1OS(=O)(=O)c1c(C)cc(C)cc1C	-0.4	1	-17	-3	22	-3	9	0	-3
CC(=O)Nc1ccc(S(=O)(=O)Nc2cc(-c3ccccc3)nn2C)cc1	5.5	-9	6	-4	11	1	-9	0	-18
COc1ccccc1N1CCN(Cc2cc(=O)n3ccsc3n2)CC1	-3.6	-8	4	0	6	0	8	-1	-6
COc1ccc(N2CCN(c3ccc4nnc(CCC(=O)Nc5ccc(C)cc5)n4n3)CC2)cc1	1.0	-4	-1	5	23	-1	20	1	19
Cc1cc(N2CCOCC2)nc2ccc(NC(=S)NCCN(C)C)cc12	-1.2	-18	-2	-1	-5	-3	12	-2	7
CCOC(=O)C1CCN(C(=O)c2ccc(CNS(=O)(=O)c3ccc(OC)cc3)cc2)CC1	1.3	-7	11	-3	5	2	8	0	3
CC(Sc1nnc(N)s1)C(=O)NC1CCCCC1C (stereo unspecified)	-1.2	1	-45	0	9	-2	-3	2	-14
NC(=O)COC(=O)c1cccc2c1-c1ccccc1C2=O	0.5	5	17	1	-10	3	-19	-1	28
O=C(CNC(=O)c1cc(Cl)cc([N+](=O)[O-])c1)NC1CC1	0.6	7	9	2	14	-3	13	0	19
O=C(NC(=S)Nc1cc([N+](=O)[O-])ccc1O)c1cccnc1	-1.1	7	34	-6	24	-2	8	-6	-13
CCOc1ccc(NC(=O)C2C(C(=O)O)C3(Cl)C(Cl)=C(Cl)C2(Cl)C3(Cl)Cl)cc1 (stereo unspecified)	0.5	6	-16	-3	23	-2	23	-4	24
COc1ccc(NC(=O)N2CCN(C(=O)C(Cc3ccc(F)cc3)NC(C)=O)CC2)cc1 (stereo unspecified)	-2.0	-24	7	-1	9	0	-3	2	-6
Cc1csc(NC(=O)CSc2nc(=O)n(CCCN(C)C)c3c2CCC3)n1	-1.1	-10	9	-3	8	-2	-16	0	-5
CCN1C(=O)/C(=C/N(C(C)=O)c2ccccc2)N(c2ccccc2)C1=S	-1.8	50*	19	-4	46	-3	29	0	45*
CCN(CCCNC(=O)C1CCN(S(=O)(=O)N2CCC3(CC2)OCCO3)CC1)c1ccccc1	0.0	4	-8	-1	5	1	11	-3	-3
COc1ccc(S(=O)(=O)N2CCN(CC(=O)N3c4ccccc4CC3C)CC2)cc1OC (stereo unspecified)	0.2	17	3	13	3	-4	-1	1	5
Cc1onc(-c2ccccc2Cl)c1C(=O)NNC(=O)c1nn(C)cc1Cl	-0.9	-4	-1	2	18	-2	19	-3	-2
COc1ccccc1N(CC(O)COc1ccc(C)cc1)S(=O)(=O)c1ccccc1 (stereo unspecified)	5.9	26	12	-3	-4	-1	28	-5	38
Cc1cc2nnc(SCc3ccccc3)n2c(N)n1	-1.5	10	-6	-4	-8	-1	24	1	17
Cc1ccc(S(=O)(=O)N2CCN(Cc3cccc(F)c3)CC2)cc1	1.3	14	-2	1	14	-2	8	3	-2
NNC(=O)CNC(=O)CNS(=O)(=O)c1ccccc1	0.2	-9	0	-1	7	-3	6	-2	7
O=C(CSc1nnc(CNC(=O)c2c(F)cccc2F)o1)NCc1ccc(F)cc1	0.0	2	15	10	2	-1	10	1	7
CC(=O)N1CCc2cc(S(=O)(=O)CCC(=O)Nc3ccc4c(c3)OCCO4)ccc21	1.6	4	9	1	1	0	6	1	1
O=C(/C=C/c1ccccc1)N1CCN(c2cccc(Cl)n2)CC1	3.4	4	5	-2	26	-2	17	6	9
CCOc1ccc(NC(=O)C2CC(=O)N(c3ccc4c(c3)OCCO4)C2)cc1OCC (stereo unspecified)	-1.3	-2	15	6	21	8	5	0	-14
Cc1ccc2c(CC(=O)NCC3(N4CCOCC4)CCCCC3)coc2c1C	-0.9	14	3	0	21	-5	23	0	14
COc1ccc(CN2C(=O)c3cccnc3C2Nc2cc(Cl)ccc2OC)cc1 (stereo unspecified)	-1.1	17	16	1	8	-1	23	-9	29
Cc1ccc(Nc2nnc(SC(C)C(=O)Nc3c(C)n(C)n(-c4ccccc4)c3=O)s2)cc1 (stereo unspecified)	0.8	2	23	-3	14	-3	3	-1	5
COC(=O)c1cc(Br)c(=O)n(Cc2ccc(C(=O)O)cc2)c1	6.4	-12	12	-3	6	-1	0	-1	0
COc1cccc(NC(=S)N(CCc2c(C)[nH]c3ccccc23)Cc2ccco2)c1	-1.0	16	3	-4	1	-5	29	-5	32
COc1ccccc1CN(C)CC(=O)Nc1ccccc1-c1ccccc1	-0.1	-5	9	-4	14	-4	22	0	-15
CC(C)CNC(=O)COc1ccccc1[N+](=O)[O-]	-0.4	0	6	-2	18	0	12	0	13
CCOc1ccc(CCNc2nc3ccccc3n3c(C)nnc23)cc1OCC	2.6	11	14	-1	8	0	2	0	0
